Bioassay records from PubChem.
ERK EGF inh: qHTS Assay for Inhibitors of the ERK Signaling Pathway using a Homogeneous Screening Assay; Stimulation with EGF | HEK293-V1b, EGF-stimulated phospho-ERK AlphaScreen | Potency, µM (top dose mostly 11.5 µM), without a hit: at the top dose activity change, negative = inhibition, most hits filed as inhibitors | hit rate 0.41% among 130,000 | AID 1454, 2008; active = well fitted inhibition curve with a large enough effect; inconclusive = small, poorly fitted or top-dose-only effect, or effect the other way;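 note: plate controls were stimulated vehicle wells for no effect and unstimulated vehicle basal for full effect; nearly all actives have a fitted effect of over 55% in size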
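Homogeneous cell-based phospho-ERK assay: HEK293/V1b cells in 1% FBS, compound 30 min then EGF 5 min, AlphaScreen luminescence. Activity normalized between DMSO and 25 nM EGF controls; AC50 from Hill modelling.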
* = called active by the depositor; ? = inconclusive; & = joins results of further samples; [ ] = another dose, or the depositor's remark. Potency is the fitted concentration of half-maximal effect. This is a subset; the hit share may differ from the screen's.

Structure	ERK EGF inh
CC(=O)Nc1ccc(S(=O)(=O)NCC(=O)OCC(=O)NC23CC4CC(CC(C4)C2)C3)cc1	-3%
OCCC1CN(Cc2cccn2-c2ncccn2)CCN1Cc1ccc(F)cc1 (configuration not stated)	-7%[57.5 µM]
O=C(O)c1ccc2c(=O)n(-c3ccc(F)c(Cl)c3)c(=S)[nH]c2c1	-2%[57.5 µM]
COCCNc1nnnc2c1sc1nc(N3CCOCC3)c3c(c12)CC(C)(C)OC3	1%
CCCCCCN(C(=O)CCCCCN1C(=O)NC(c2ccc(-c3ccccc3)cc2)C(C(=O)OCc2ccccc2)=C1C)C(C(=O)NCCCC)c1ccc(OCC(=O)O)c(C(=O)O)c1 (configuration not stated)	10%
CCOC(=O)c1nnn(CC(=O)NC(=O)Nc2ccc(F)cc2)c1C(=O)OCC	-2%
CN(C)CCNC(=O)/C(=C/c1ccc(-c2ccc(Cl)cc2Cl)o1)NC(=O)c1ccccc1	?
O=C(Nc1ccccc1F)Nc1cc(S(=O)(=O)N2CCOCC2)ccc1N1CCCC1	3%
O=C(CC1SC(=Nc2cccc3ccccc23)N(Cc2ccccn2)C1=O)Nc1ccccc1Br (configuration not stated)	-5%
O=C(COc1ccc(Cl)cc1Cl)NN1C(=O)C2C3C=CC(C3)C2C1=O (configuration not stated)	7%[57.5 µM]
COc1ccc(/C=C(\C#N)C(=O)N=CN(C)C)cc1	-9%
CCc1nccn1S(=O)(=O)c1cccc([N+](=O)[O-])c1	5%
O=C(CSc1n[nH]c(-c2ccccc2)n1)Nc1ncccn1	2%
O=S(=O)(NC(=S)NC1CCCCC1)c1ccc(Cl)cc1	9%
COc1ccc(C2COC(=O)C2=N)c(NC(=O)c2ccccc2)c1 (configuration not stated)	4%
O=C(c1ccco1)N1CCC2(CC1)CN(c1cccc(-c3ccccc3)c1)C2	?
COc1ccc(-c2cc(C(F)(F)F)nc(SCCC(=O)NCc3ccco3)n2)cc1	-3%
Cc1nc(/C(N)=N/OC(=O)c2c(-c3ccccc3Cl)noc2C)cs1	-6%[57.5 µM]
COc1ccccc1NC(=O)C/C(C)=N/NC(=O)COc1c(Br)cc(Br)cc1OC	-3%
O=C(O)C1C2C=CC3(CN(Cc4ccncc4)C(=O)C13)O2 (configuration not stated)	5%
CS(=O)(=O)N1N=C(c2ccco2)CC1c1ccccc1 (configuration not stated)	3%
Cc1onc(-c2c(F)cccc2Cl)c1C(=O)ONC(=O)c1ccccc1	-2%[57.5 µM]
CCn1c(=O)[nH]c2ccccc21	15%
O=C(NNC(=O)c1cc2cc(Br)ccc2oc1=O)c1ccc(O)cc1O	-2%
O=C(O)CSCC(=O)NCc1c(Cl)cccc1Oc1ccccc1	10%[57.5 µM]
COc1ccc(/C=N\NC(=O)COc2ccc(Cl)cc2Cl)c(C(=O)O)c1OC	5%
COc1cc(/C=N/NS(=O)(=O)c2ccc(C)cc2)ccc1OCc1cccc(C(=O)O)c1	2%
Cc1cc(C)cc(-n2nnnc2SCC(=O)N2CCOCC2)c1	-1%
CCC(C)(C)NC(=O)C1CCCN1C(=O)NC1CCCCC1 (configuration not stated)	3%
CCOC(=O)C(=CNc1cc(C)ccc1[N+](=O)[O-])C(=O)OCC	-11%[57.5 µM]
CC(C)CN(CCCNC(=O)CN1C(=O)CSc2ccc(S(=O)(=O)N3CCOCC3)cc21)CC(C)C	-3%
COc1cccc(Nc2ncc3nc(CCc4ccccc4)c(=O)n(C4CC4)c3n2)c1	5%
Cc1nn(-c2ccccc2)c(Cl)c1/C=N/NC(=O)c1cccc(S(=O)(=O)N2CCCC2)c1	-2%
CC(C)c1ccc(/C=C/C(=O)CCC(=O)O)cc1	-10%
CCOc1cc(/C=C(\C#N)C(N)=O)ccc1OCc1c(C)no[n+]1[O-]	3%
O=C(Nc1ccc(S(=O)(=O)Nc2nccs2)cc1)c1ccc(S(=O)(=O)N2CCOCC2)cc1	6%
CSc1nncc(/C(C)=N/O)n1	-5%
CCNC(=S)N1CCC(NC(=O)c2ccco2)CC1	-1%
Cc1cccc(CCNC(=O)CCNC(=O)Cn2ccc3ccccc3c2=O)c1	-5%
CCOC(=O)N1CCN(C(=O)CS(=O)(=O)c2cn(Cc3ccc(F)cc3)c3ccccc23)CC1	5%[57.5 µM]
Cc1cccc(Cn2cccc2/C=C2/C(=N)N3C=CSC3=NC2=O)c1	0%
N=c1ccn(CC(=O)NC(N)=O)c2ccccc12	-7%[57.5 µM]
C=C(C)C(=O)Nc1cccc(C2=NOC3(C2)C[C@@H](C(N)=O)N(C(=O)c2cc([N+](=O)[O-])cc([N+](=O)[O-])c2)C3)c1 (some centres not stated)	5%[57.5 µM]
C=CCn1c(CCc2ccc(OC(C)C)cc2)n[nH]c1=S	3%
Cc1ccc(C)c(NC(=S)N=Nc2c(O)n(C)c3ccc(S(=O)(=O)N4CCOCC4)cc23)c1	6%
O=C(CN(c1ccccc1)S(=O)(=O)c1ccccc1)NCCSc1ccccn1	-18%
CC1(C(=O)NCCCNc2ncc(C(F)(F)F)cc2Cl)C=CC2(CCCCC2)N1C(=O)c1ccccc1 (configuration not stated)	5%
CCC(=O)N1N=C(c2ccc(NS(=O)(=O)CC)cc2)CC1c1ccc(C)cc1 (configuration not stated)	-1%
Cc1cccc(C(=O)NNC(=O)c2cccc(C)c2)c1	-3%
FC(F)(F)c1cccc(-c2ccc(/C=N/Nc3nncc(-c4ccccc4)n3)o2)c1	5%
Nc1nc(-c2ccccc2)nn1C(=O)c1ccco1	10%
O=C(c1cc(-c2ccncc2)nc2ccc(Cl)cc12)N1CCN(Cc2ccc3c(c2)OCO3)CC1	-8%
Cc1ccc([N+](=O)[O-])c(OCC(=O)OCC(=O)c2ccccc2)c1	0%
CCOC(=O)c1cnc2ccc(C)cc2c1NCCO	?
COc1ccc(CN=Cc2c(C(=O)O)[nH]c3ccccc23)cc1	2%[57.5 µM]
CCN1CCN(Cc2ccc(NC(=O)c3cc(NC(=O)c4cc5cccc(OC)c5o4)cc(OC)c3)cc2C(F)(F)F)CC1	-2%[57.5 µM]

(listing goes on)
Structure	ERK EGF inh
CC1(C(=O)CSc2nc3ccccc3[nH]2)CCC(=O)O1 (configuration not stated)	4%
c1ccc(CNc2ncnc3nc[nH]c23)cc1	-6%[57.5 µM]
O=C(CNS(=O)(=O)c1ccc2ccccc2c1)NCCc1ccccn1	4%
CC(C)CNC(=O)C(=O)Nc1ccc(N(C)C)cc1	5%
O=C(Cc1cc(=O)[nH][nH]1)N/N=C/c1ccccc1Cl	0%
Cc1c2c(nc3ccccc13)OCC2	4%&0%
O=C(CCCN1CCN(c2ccccn2)CC1)c1ccc(F)cc1	5%
O=C(O)c1ccc(C(=O)c2ccc3c(c2)C(=O)N(CCO)C3=O)cc1	-5%[57.5 µM]
Cc1nnc(NC(=O)CSc2nnc(C)n2-c2ccc(F)cc2)s1	2%
O=C(NCc1ccco1)c1ccc2c(=O)n(-c3ccccc3)c(=O)n(Cc3cccc(F)c3)c2c1	-2%
O=C(CN1CCN(Cc2ccccc2Cl)C1=O)NCCCN1CCOCC1	-2%[57.5 µM]
COc1ccc(S(=O)(=O)NN(C)c2nc(C(F)(F)F)nc3ccccc23)cc1	-8%
CC(=O)OCC1=C(C(=O)O)N2C(=O)C(NC(=O)c3ccc(F)cc3)C2SC1 (configuration not stated)	-1%
O=C(NCc1ccccc1)c1ccccc1C(=O)c1ncc[nH]1	-4%
Cc1nnc(SCc2nc3sc(C(=O)O)c(C)c3c(=O)[nH]2)s1	-1%[57.5 µM]
CCOc1ccc(-c2nnc3ccc(SC(C)C)nn23)cc1	0%[57.5 µM]
CCCN1C(=O)CC(Sc2ncccc2C(=O)O)C1=O (configuration not stated)	6%[57.5 µM]
CNCC(=O)Nc1c(C)n[nH]c1C	-2%
COc1ccccc1N1CCN(C(=O)Cn2nc3n(C)c4ccccc4n3c(=O)c2=O)CC1	-3%
CC(=O)O[C@H]1C(=O)[C@@]2(C)[C@H]([C@H](OC(=O)c3ccccc3)[C@]3(O)C[C@H](OC(=O)[C@H](O)[C@@H](NC(=O)c4ccccc4)c4ccccc4)C(C)=C1C3(C)C)[C@]1(OC(C)=O)CO[C@@H]1C[C@@H]2O	-13%
Cc1ccc(-c2nnn(CC(=O)N(CC(=O)NC3CCCC3)c3ccc(F)c(Cl)c3)n2)o1	-2%
COc1ccccc1-c1cc(N)n(S(=O)(=O)c2ccc(F)c(C)c2)n1	9%
CC(=O)c1cn(-c2ccc(Cl)cc2)c(=O)n(Cc2ccc(Br)cc2)c1=O	-3%
Fc1cccc(Cl)c1CSc1nnc2ccccn12	-6%
CC(C)CC(=O)Nc1ccc(C(=O)CN2CCC(C)CC2)cc1	4%[57.5 µM]
CN1N=C(C(C)(C)C)CSC1=Nc1ccc(F)cc1	5%[57.5 µM]
Cc1ccnc(NS(=O)(=O)c2ccc(NC(=O)Cc3ccccc3)cc2)n1	-5%
CCCNC(=O)Cc1c(C)oc2ccccc12	31%[57.5 µM]
O=C(COC(=O)c1c[nH]c(=O)[nH]c1=O)Nc1ccccc1	-1%
CC(C)CNC(=O)CCCSc1nc2ccccc2[nH]1	5%
CC(=O)NC(=S)Nc1ccc([N+](=O)[O-])cc1C	-10%
Cc1ccc(C(=O)OCC(=O)Nc2c(C)n(C)n(-c3ccccc3)c2=O)cc1[N+](=O)[O-]	-8%

Single entries from the list.
Result of `O=C(COC(=O)c1c[nH]c(=O)[nH]c1=O)Nc1ccccc1` under ERK EGF inh: -1%
Result of `CN1N=C(C(C)(C)C)CSC1=Nc1ccc(F)cc1` under ERK EGF inh: 5%[57.5 µM]
Result of `Cc1ccc(C(=O)OCC(=O)Nc2c(C)n(C)n(-c3ccccc3)c2=O)cc1[N+](=O)[O-]` under ERK EGF inh: -8%

Following part.
Structure	ERK EGF inh
Nc1nc(/C=C/c2cccnc2)nc(-c2ccccc2O)n1	-10%
Cc1ccc(/C=C2\Oc3cc(OC(=O)N4CCOCC4)ccc3C2=O)cc1	-2%
CCOc1ccc(NC(=S)N2CCN(CCN3C(=O)c4cccc5cccc(c45)C3=O)CC2)cc1	-4%
CC(=O)CC(C)(C)Nc1nc2ccc([N+](=O)[O-])cc2o1	5%[57.5 µM]
COc1ccc(C2CC(c3ccccc3)=NN2S(=O)(=O)c2ccc(C)cc2)c(OC)c1 (configuration not stated)	18%
CCCCSc1nnc(CCNC(=O)OC(C)(C)C)o1	-3%[57.5 µM]
CCN(CC(=O)Nc1ccc(OC)cc1)C(=O)c1ccc([N+](=O)[O-])cc1	-1%[57.5 µM]
CC(C)(C)C1=CC(=Nc2ccccc2N)C=C(C(C)(C)C)C1=O	-6%
Cc1ccc(S(=O)(=O)C(C#N)c2nc3ccccc3nc2N2CCN(C)CC2)cc1 (configuration not stated)	-10%
O=C(O)c1ccc2c(=O)n(-c3ccccc3)c(=S)[nH]c2c1	-8%[57.5 µM]
Cc1ccc(C(=O)Oc2coc(CSc3nnc(NC(=O)c4cccs4)s3)cc2=O)cc1	4%
CC1=C(C(=O)OCc2ccccc2)C(C2CCCCC2)NC(=O)N1CCCCCC(=O)O (configuration not stated)	-1%
COc1ccc(-c2cc(=O)c3cc(OC)c(OC)cc3[nH]2)cc1	-3%
Cc1c(Cl)cccc1NC(=S)N(Cc1ccccc1)Cc1cccnc1	1%
O=C1c2ccccc2S(=O)(=O)N1CCCCN1CCN(c2ncccn2)CC1	-11%
Cc1ccc(S(=O)OCC(=O)Nc2cc(Cl)ccc2N2CCOCC2)cc1 (configuration not stated)	-1%
CN1C(C(=O)NCCc2cccs2)CC2Cn3c(nc4cc5ccccc5cc43)C21 (configuration not stated)	-7%[57.5 µM]
COc1ccc(N2CCN(C(=O)CN(C3CCCCC3)S(C)(=O)=O)CC2)cc1	-17%
CCCCCNCC(=O)Nc1cccc(C(=O)Nc2cccc(C(F)(F)F)c2)c1	-16%[57.5 µM]
COc1ccc(/C=N/NC(=O)c2snnc2C)c(OC)c1OC	13%
Cc1cccc(NC(=O)Cn2c(O)c(N=NC(=O)c3ccncc3)c3ccccc32)c1	-1%
CC(C)Oc1ccc(Br)cc1/C=N\NC(N)=S	3%
O=C1CCCCC1Sc1nnc(-c2ccc3c(c2)OCO3)o1 (configuration not stated)	0%
NC(=O)CC[C@@H]1NC(=O)[C@@H]2CCCN2C(=O)c2cc([N+](=O)[O-])cc(I)c2NCCC[C@@H](C(=O)NC(CC(=O)O)C(N)=O)NC1=O (some centres not stated)	-6%
O=C(Nc1ccc(F)cc1)Nc1ccc(N2CCCC2)c(S(=O)(=O)Nc2ccccc2Cl)c1	-5%
CCOC(=O)c1cc2c(nc1N)CCCC2	-5%[57.5 µM]
C=CCOc1ccc(/C=C2\SC(=S)N(N3CCOCC3)C2=O)cc1	-8%[57.5 µM]
Cc1cc(C)n(CC(C)NC(=O)c2cc(COc3c(F)cccc3F)on2)n1 (configuration not stated)	5%
Cc1c(-n2c(O)c(C3=c4ccccc4=NC3=O)sc2=O)c(=O)n(-c2ccccc2)n1C	1%

Three structures out of the list, ordered by heavy-atom count, falling.
Structure	ERK EGF inh
NC(=O)CC[C@@H]1NC(=O)[C@@H]2CCCN2C(=O)c2cc([N+](=O)[O-])cc(I)c2NCCC[C@@H](C(=O)NC(CC(=O)O)C(N)=O)NC1=O (some centres not stated)	-6%
Cc1cc(C)n(CC(C)NC(=O)c2cc(COc3c(F)cccc3F)on2)n1 (configuration not stated)	5%
CCOC(=O)c1cc2c(nc1N)CCCC2	-5%[57.5 µM]
